Bioassay records deposited in PubChem BioAssay by several laboratories.
BoNT A protease = BoNT/A light chain protease inhibitors, primary screen, biochemical, flow cytometry, MLPCN library. inhibition, % at 10 µM. Botulinum neurotoxin type A light chain protease (Clostridium botulinum A str. ATCC 3502). AID 588499, 2011. multiplex microsphere protease substrate cleavage. hit rate 0.17% among 360,000; also: plate controls were buffer without enzyme for full effect and enzyme alone for no effect
BH1578 lux ind = inducers of Vibrio cholerae quorum light production without autoinducers, primary screen, BH1578 luxS cqsA deficient, single point | V. cholerae BH1578 lux reporter, luminescence, 6 h | activation, % at 18.7 µM | hit rate 0.16% among 350,000 | AID 588436, 2011; in the data active = activation mostly above about 9.7%, no sharp cut-off; also: not every result past the cut was called active; inactives centre near 0; reference of the scale not given here
SSB-PriA inh = inhibitors of Klebsiella pneumoniae PriA binding to SSB C-terminal tail, primary screen, biochemical, AlphaScreen. PriA–SSB C-terminal tail interaction (Klebsiella pneumoniae). AlphaScreen SSBct-PriA binding, biotinylated peptide. inhibition, % at 33 µM. hit rate 0.6% among 430,000. AID 1272365, 2023; in the data active = inhibition mostly above about 37%, no sharp cut-off; inactive = mostly below about 20%;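 also: plate controls were negative control peptide for no effect and reference peptide for full effect; strong numbers were not always called active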
VHR inh abs = VHR1 phosphatase inhibitors, primary screen, biochemical, absorbance, uHTS. Dual specificity protein phosphatase 3 (Homo sapiens), P51452. recombinant VHR phosphatase, pNPP absorbance. inhibition, % at 13.3 µM. hit rate 0.52% among 290,000. AID 1654, 2009; in the data active = inhibition above about 50%; also: some compounds called inactive have numbers as strong as hits
Target sequence (P51452 whole entry, looked up): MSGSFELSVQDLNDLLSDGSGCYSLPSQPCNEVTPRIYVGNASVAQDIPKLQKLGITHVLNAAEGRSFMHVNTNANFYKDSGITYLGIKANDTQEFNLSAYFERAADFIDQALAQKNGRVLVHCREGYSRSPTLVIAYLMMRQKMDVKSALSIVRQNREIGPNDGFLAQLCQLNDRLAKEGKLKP
PfHsp40 yeast = rescue of yeast from PfHsp40 toxicity, primary screen, S. cerevisiae, ATP luminescence; growth rescue, % at 12.5 µM; hit rate 0.68% among 340,000; S. cerevisiae expressing PfHsp40, growth rescue; in the data active = growth rescue above about 28%, passing the limit was not always enough;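 also: yeast W303a lacking pdr1 and pdr3 grown in galactose medium; growth measured after three days at 30 °C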
TcdB GH inh = TcdB glycohydrolase inhibitors, primary screen, biochemical, single point, plate reader; Toxin B (Clostridioides difficile), P18177; TcdB glycohydrolase enzymatic assay; inhibition, % at 9.99 µM; hit rate 0.24% among 350,000; AID 652162, 2013; in the data active = inhibition above about 10%
Anthrax LF prot = Bacillus anthracis LF protease inhibitors, primary screen, biochemical, multiplex microsphere, MLPCN library; Lethal factor (Bacillus anthracis), P15917; multiplex microsphere protease cleavage assay; inhibition, % at 10 µM; hit rate 0.12% among 360,000; AID 588501, 2011; also: plate controls were buffer without enzyme for full effect and enzyme alone for no effect
Target sequence (P15917 whole entry, looked up): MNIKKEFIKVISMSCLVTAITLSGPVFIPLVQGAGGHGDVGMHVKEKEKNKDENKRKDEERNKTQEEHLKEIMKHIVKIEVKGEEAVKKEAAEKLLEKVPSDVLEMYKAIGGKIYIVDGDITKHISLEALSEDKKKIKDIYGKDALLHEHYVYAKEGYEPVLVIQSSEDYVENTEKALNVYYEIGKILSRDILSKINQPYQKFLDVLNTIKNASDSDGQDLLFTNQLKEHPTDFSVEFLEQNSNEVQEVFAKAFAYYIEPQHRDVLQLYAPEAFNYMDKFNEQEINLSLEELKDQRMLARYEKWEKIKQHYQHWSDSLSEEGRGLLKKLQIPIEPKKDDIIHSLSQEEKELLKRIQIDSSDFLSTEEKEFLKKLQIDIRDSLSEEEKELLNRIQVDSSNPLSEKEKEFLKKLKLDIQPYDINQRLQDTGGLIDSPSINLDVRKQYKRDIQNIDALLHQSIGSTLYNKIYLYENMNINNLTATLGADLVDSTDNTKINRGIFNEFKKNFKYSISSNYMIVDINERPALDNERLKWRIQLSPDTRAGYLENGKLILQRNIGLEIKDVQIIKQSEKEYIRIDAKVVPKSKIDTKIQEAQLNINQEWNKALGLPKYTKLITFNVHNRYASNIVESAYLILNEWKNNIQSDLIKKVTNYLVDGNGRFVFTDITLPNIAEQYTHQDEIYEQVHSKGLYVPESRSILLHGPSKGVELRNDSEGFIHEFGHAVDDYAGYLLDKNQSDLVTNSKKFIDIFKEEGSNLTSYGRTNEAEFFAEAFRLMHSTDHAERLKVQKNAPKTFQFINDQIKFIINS
CCHFV vOTU inh = CCHFV vOTU protease inhibitors, primary screen, biochemical, Pep-AMC substrate, fluorescence; hit rate 0.55% among 370,000; AID 651958, 2012; inhibition, % at 11.5 µM; Crimean-Congo hemorrhagic fever virus L polyprotein viral ovarian tumor (vOTU) protease …; in the data active = inhibition above about 30%; also: 0% = vehicle wells with enzyme and 100% = no enzyme wells
SARS 3CLpro inh = SARS-CoV 3CLpro protease inhibitors, primary screen, biochemical, quenched FRET. Replicase polyprotein 1ab (Severe acute respiratory syndrome coronavirus), P0C6X7. recombinant SARS-CoV 3CLpro, quenched FRET peptide cleavage. inhibition, % at 6 µM. hit rate 0.14% among 290,000; in the data active = inhibition above about 12%
Yp Topo-I inh = Yersinia pestis topoisomerase I inhibitors, primary screen, biochemical, cleavage product accumulation, plate reader, single point. DNA topoisomerase I (Yersinia pestis CO92). Y. pestis Topo-I cleavage product accumulation. activity, % at 10 µM. hit rate 0.064% among 360,000; in the data active = activity above about 50%, passing the limit was not always enough; also: inactives centre near 2
Active calls of the source: *; i = inactive; / = no result given. Rule as the data show it, unless noted: active = inhibition above about 30%; inconclusive = no clear call, values can overlap the other calls; inactive = below that.

1	O=C(N/N=C/c1ccc(N2CCCCC2)o1)c1ccccc1[N+](=O)[O-]
2	O=C(CC(C(=O)O)c1ccc(Cl)cc1)c1ccc(Br)cc1 (configuration not stated)
3	COc1ccc(N2C(=O)CCC(C(=O)N3CCOCC3)C2c2ccc(F)cc2)cc1 (configuration not stated)
4	N#C/C(=C/c1cccs1)c1ccccn1
5	O=S1(=O)C=C(Sc2nc3cc(Cl)ccc3o2)c2ccccc21
6	CN(C)S(=O)(=O)c1ccc(N2CCCC2)c(C(=O)NC(c2ccccc2)c2ccccc2)c1
7	O=C(CSc1ccccc1)N1CCCC(N2CCN(c3cccc(Cl)c3)CC2)C1 (configuration not stated)
8	O=C(Nc1ccc(C2SCCS2)cc1)c1ccccc1
screen / no.	1	2	3	4	5	6	7	8
BoNT A protease	-0.1	-0.2	-0.7	0.8	0.5	-0.8	0.4	/
BH1578 lux ind	-0.7	-7.7	-3.8	-0.4	i	3.1	-0.3	-0.1
SSB-PriA inh	/	7	-7	-5	-15	-3	/	-6
VHR inh abs	-2	-1	-10	0	17	23	-7	2
PfHsp40 yeast	-1.2	1.1	1.7	-0.6	1.0	0.5	-0.3	/
TcdB GH inh	0.7	-0.9	/	-0.4	/	/	0.8	0.6
Anthrax LF prot	0	-2	-3	-13	1	-9	-4	/
CCHFV vOTU inh	-11	5	-4	-15	/	-5	7	-9
SARS 3CLpro inh	1	-1	0	3	-1	0	-5	3
Yp Topo-I inh	13	0	4	-8	3	5	29	-4

9	O=C(c1ccc(Cl)c(Cl)c1)N1CCC(=O)N(C(CO)Cc2ccccc2)CC1 (configuration not stated)
10	Fc1ccc2nc3[nH]c4ccccc4c3nc2c1
11	C=CCn1c(C(CCCC)CC(O)COCC(C)C)n[nH]c1=S (configuration not stated)
12	COc1cc(/C=C(\NC(C)=O)C(=O)Nc2cccc(O)c2)ccc1OC(C)=O
13	COc1ccc(CNC(=O)CN(c2ccc(C(C)C)cc2)S(=O)(=O)c2c(C)noc2C)cc1
14	CCCn1nnnc1NCc1ccccc1C
15	COc1cnc(-c2ccccn2)nc1Sc1c(Cl)cccc1Cl
16	COc1ccc(NC(=O)C2CCCN(c3ncnc4onc(-c5ccc(F)cc5)c34)C2)cc1 (configuration not stated)
screen / no.	9	10	11	12	13	14	15	16
BoNT A protease	0.7	3.7	0.2	0.0	/	2.0	2.6	-0.4
BH1578 lux ind	i	i	-8.3	1.7	0.0	-0.3	i	-0.2
SSB-PriA inh	-1	-5	-17	13	-11	-22	-6	3
VHR inh abs	/	-1	22	-7	-6	11	25	-12
PfHsp40 yeast	-0.8	47*	-1.1	-0.3	0.5	-0.7	-0.8	2.1
TcdB GH inh	1.0	/	0.4	/	-1.2	0.2	/	0.2
Anthrax LF prot	-5	-1	-2	0	/	13	-5	-3
CCHFV vOTU inh	-2	7	3	-12	19	-2	-9	-7
SARS 3CLpro inh	/	3	-1	4	8	-1	2	4
Yp Topo-I inh	17	1	-7	-2	3	2	9	3

17	CC(=O)Nc1ccc(S(=O)(=O)NCC2CCC(C(=O)NC3CCCCCC3)CC2)cc1 (configuration not stated)
18	Cc1ccc(OCc2cc(C(=O)N3CCCC3)no2)cn1
19	O=C1Nc2ccccc2N(C(=O)c2c(F)cccc2F)C1c1nc2ccccc2[nH]1 (configuration not stated)
20	COc1ccc(CCNC(=O)C2CCCN2C(=O)Nc2ccc(F)cc2)cc1OC (configuration not stated)
21	CCCCCCC(=O)NNC(=O)c1c(O)c2ccccc2n(CC)c1=O
22	O=C(COC(=O)c1c(F)cccc1F)NCc1cccs1
23	CCCN(C(=O)Cc1c(C(=O)O)n(C)c2ccccc12)c1cccc(C)c1
24	CCOC(=O)COn1c2c(c3c4no[n+]([O-])c4ccc31)CCCC2
screen / no.	17	18	19	20	21	22	23	24
BoNT A protease	-0.3	-1.9	1.8	0.2	-1.1	-0.5	0.5	-0.3
BH1578 lux ind	-0.5	-0.5	/	i	-0.2	i	-0.5	i
SSB-PriA inh	2	-2	/	-6	-10	-12	1	-5
VHR inh abs	-11	2	/	32	-24	/	20	-1
PfHsp40 yeast	0.2	-1.7	/	0.5	3.7	-0.3	/	-1.4
TcdB GH inh	-0.3	0.2	1.3	0.6	1.4	1.5	3.7	/
Anthrax LF prot	-2	2	-8	-13	-1	-7	-1	2
CCHFV vOTU inh	-6	-3	20	-8	8	-9	12	25
SARS 3CLpro inh	3	-4	/	-2	-3	/	3	-1
Yp Topo-I inh	4	3	/	-2	5	10	0	1

25	CC(C)C(=O)Nc1cccc(NC(=O)c2cccc(F)c2)c1
26	Cc1nc[nH]c(=O)c1Br
27	Cc1cc(C)c2c(n1)nn1c(C3CC3)cc(C(F)(F)F)nc21
28	Cc1c(-c2ccccc2)nc2ccccc2c1C(=O)Oc1ccc([N+](=O)[O-])cc1
29	O=C(Cc1nnc(NC(=O)Nc2ccccc2)s1)NCc1ccccc1
30	CN(c1ccccc1)c1ccc(/C=C(/CCC(=O)O)c2nc3ccccc3s2)cc1[N+](=O)[O-]
31	Cc1nn(CC(=O)Nc2ccc3c(c2)CCC3)c(C)c1[N+](=O)[O-]
32	S=C(Nc1ccccc1Cl)N(Cc1ccccc1)Cc1ccccn1
screen / no.	25	26	27	28	29	30	31	32
BoNT A protease	0.2	-0.9	0.2	1.5	-0.6	0.4	0.4	-0.9
BH1578 lux ind	i	-4.2	5.3	-0.5	i	/	-0.6	-0.3
SSB-PriA inh	-7	4	1	-5	-10	-4	4	-17
VHR inh abs	15	12	/	24	58*	/	/	16
PfHsp40 yeast	-0.8	-0.5	0.9	-0.4	-1.2	1.1	0.1	2.8
TcdB GH inh	0.5	1.6	/	/	0.9	0.6	0.6	0.8
Anthrax LF prot	-3	-1	0	1	-1	6	-6	-3
CCHFV vOTU inh	-2	-3	4	6	-7	32*	-2	-9
SARS 3CLpro inh	5	2	-3	-6	1	/	/	4
Yp Topo-I inh	6	6	3	-5	9	26	-12	9

33	Brc1ccc(C2Nc3cccc4cccc(c34)N2)o1
34	O=C(CC1C(=O)NCCN1C(=O)c1ccc(Cl)cc1)Nc1ccc(F)cc1 (configuration not stated)
35	COc1cccc([C@@H]2CC=C(C(=O)O)CN2S(=O)(=O)c2ccc(C)cc2)c1
36	COc1cccc(OC)c1C(=O)NCc1ccco1
37	CC(C)CCNC(=O)COc1ccc2c(c1)C(=O)CC(C)(C)O2
38	COc1ccc(CNC(=O)CCS(=O)(=O)c2cccc3nonc23)cc1
39	COc1ccc(N(CC(=O)NCc2ccco2)C(=O)CNS(=O)(=O)c2ccc(Cl)cc2)cc1
40	COc1ccccc1C(=O)NC(=S)NNC(=O)c1sc2ccccc2c1Cl
screen / no.	33	34	35	36	37	38	39	40
BoNT A protease	-1.2	1.3	-0.5	-0.2	-0.6	0.9	-2.3	0.6
BH1578 lux ind	i	-0.6	-0.4	-0.9	i	-0.5	-0.6	-0.3
SSB-PriA inh	4	-8	-15	/	-12	-10	6	-13
VHR inh abs	10	10	/	/	23	8	29	-8
PfHsp40 yeast	-1.0	-1.6	1.2	/	0.9	-0.9	-1.0	-0.8
TcdB GH inh	/	1.6	-0.1	0.3	/	/	0.6	/
Anthrax LF prot	-10	-4	0	0	2	11	-5	1
CCHFV vOTU inh	/	2	-5	-4	-97	7	0	4
SARS 3CLpro inh	-4	-9	/	/	-4	3	3	-3
Yp Topo-I inh	0	-1	0	7	0	37	9	0

Copied from the list.
Reading of COc1cnc(-c2ccccn2)nc1Sc1c(Cl)cccc1Cl under VHR inh abs: 25
Reading of S=C(Nc1ccccc1Cl)N(Cc1ccccc1)Cc1ccccn1 under SSB-PriA inh: -17
Reading of O=C(N/N=C/c1ccc(N2CCCCC2)o1)c1ccccc1[N+](=O)[O-] under SARS 3CLpro inh: 1
Reading of Cc1c(-c2ccccc2)nc2ccccc2c1C(=O)Oc1ccc([N+](=O)[O-])cc1 under SSB-PriA inh: -5

Part of the list above, set out differently.
Value order: BoNT A protease, BH1578 lux ind, SSB-PriA inh, VHR inh abs, PfHsp40 yeast, TcdB GH inh, Anthrax LF prot, CCHFV vOTU inh, SARS 3CLpro inh, Yp Topo-I inh
[40] COc1ccccc1C(=O)NC(=S)NNC(=O)c1sc2ccccc2c1Cl
    0.6, -0.3, -13, -8, -0.8, /, 1, 4, -3, 0
[39] COc1ccc(N(CC(=O)NCc2ccco2)C(=O)CNS(=O)(=O)c2ccc(Cl)cc2)cc1
    -2.3, -0.6, 6, 29, -1.0, 0.6, -5, 0, 3, 9
[35] COc1cccc([C@@H]2CC=C(C(=O)O)CN2S(=O)(=O)c2ccc(C)cc2)c1
    -0.5, -0.4, -15, /, 1.2, -0.1, 0, -5, /, 0
[36] COc1cccc(OC)c1C(=O)NCc1ccco1
    -0.2, -0.9, /, /, /, 0.3, 0, -4, /, 7
[37] CC(C)CCNC(=O)COc1ccc2c(c1)C(=O)CC(C)(C)O2
    -0.6, i, -12, 23, 0.9, /, 2, -97, -4, 0
[38] COc1ccc(CNC(=O)CCS(=O)(=O)c2cccc3nonc23)cc1
    0.9, -0.5, -10, 8, -0.9, /, 11, 7, 3, 37

Remaining list, next part.
41	Cc1cc(C)c2nc(NC(=O)C3CC(=O)N(Cc4ccco4)C3)sc2c1 (configuration not stated)
42	Cn1c(SCC(=O)Nc2ccccc2-c2ccccc2)nnc1-c1ccco1
43	CCn1cc(CN2CCC(C(=O)Nc3ccc(Oc4ccccc4F)cc3)CC2)c(C)n1
44	COc1ccc(N(CC(=O)NC2CCCCC2)S(=O)(=O)c2c(C)[nH]c(=O)[nH]c2=O)cc1
45	CCCOc1ccc(S(=O)(=O)Nc2ccccn2)c2ccccc12
46	O=C(Nc1ccccc1-c1nc2ccccc2[nH]1)c1ccc(S(=O)(=O)N2CCCCC2)cc1
47	Cc1cccc(NS(=O)(=O)c2csc(C(N)=O)c2)c1C
48	COc1ccc(C(=O)N/C(=C\c2cccs2)C(=O)N2CCN(C)CC2)cc1OC
49	CCOC(=O)C1=C(C)C2C3C(=O)N(c4ccc(C)cc4C)C(=O)C3C1(C)C1C(=O)N(c3ccc(C)cc3C)C(=O)C21 (configuration not stated)
screen / no.	41	42	43	44	45	46	47	48	49
BoNT A protease	0.1	-0.9	-3.2	-0.3	-1.1	1.3	-1.0	3.3	0.0
BH1578 lux ind	i	i	-0.1	-0.4	i	i	0.8	i	i
SSB-PriA inh	12	-5	-3	-19	-35	1	-9	-1	-3
VHR inh abs	18	11	24	23	27	50*	53*	6	-5
PfHsp40 yeast	0.9	1.3	-0.6	0.4	-1.8	-1.6	-2.4	-1.5	-1.6
TcdB GH inh	0.1	2.2	0.0	0.6	2.7	/	1.0	1.1	/
Anthrax LF prot	0	-4	-1	1	11	2	1	-9	0
CCHFV vOTU inh	1	-10	16	7	-4	-12	-12	-1	6
SARS 3CLpro inh	5	3	-1	-1	2	-1	-7	-4	8
Yp Topo-I inh	-5	6	7	3	-3	6	7	2	9

Not all compounds are listed, so the mix of outcomes need not match the whole.
